RGS4-Gao reg: modulators of RGS4 binding to Galphao, primary screen, biochemical, multiplexed bead flow cytometry; Guanine nucleotide-binding protein G(o) subunit alpha (Homo sapiens), P09471; actives lie on both sides; binding response (% of control), % at 10 µM; 220,000 compounds, 0.33% hits; AID 1415, 2008; in the data active = binding response below about 49% or above about 150%; inactive = in between;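 also: fluorescent Galphao activated with aluminum fluoride binding bead-coupled RGS4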
Target sequence (P09471 whole entry, looked up): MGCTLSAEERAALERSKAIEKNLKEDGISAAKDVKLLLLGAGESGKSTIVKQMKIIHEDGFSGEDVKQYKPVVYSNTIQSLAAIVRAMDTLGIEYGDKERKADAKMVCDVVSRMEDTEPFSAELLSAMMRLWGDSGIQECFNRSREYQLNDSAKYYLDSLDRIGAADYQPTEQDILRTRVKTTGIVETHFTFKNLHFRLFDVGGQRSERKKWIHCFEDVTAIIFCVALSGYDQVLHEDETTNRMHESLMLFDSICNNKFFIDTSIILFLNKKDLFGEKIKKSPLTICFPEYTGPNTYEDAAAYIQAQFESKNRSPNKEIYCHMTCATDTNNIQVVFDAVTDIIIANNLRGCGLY
Bcl-W Bim block: inhibitors of Bim binding to Bcl-W, primary screen, biochemical, multiplexed, bead-based flow cytometry | Bim peptide-Bcl-W binding | inhibition, % at 10 µM | 190,000 compounds, 0.02% hits;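 also: 0% = bound tracer without compound and 100% = peptide blocker; higher means less fluorescent Bim peptide bound to Bcl-W beads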
Target sequence (Q92843 whole entry, looked up): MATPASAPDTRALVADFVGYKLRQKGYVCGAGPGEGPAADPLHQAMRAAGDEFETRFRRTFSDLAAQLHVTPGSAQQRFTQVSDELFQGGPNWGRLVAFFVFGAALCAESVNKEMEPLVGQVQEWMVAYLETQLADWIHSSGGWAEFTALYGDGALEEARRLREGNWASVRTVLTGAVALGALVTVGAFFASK
RGS8-Gao: RGS8-Galphao binding modulators, primary screen, biochemical, multiplexed bead flow cytometry | Guanine nucleotide-binding protein G(o) subunit alpha (Homo sapiens), P09471 | actives lie on both sides | response (percent of control binding), % at 10 µM | 220,000 compounds, 0.34% hits; in the data active = response below about 60% or above about 140%; inactive = in between;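 also: Galphao activated as the GDP aluminium fluoride complex binding bead-coupled RGS8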
RGS7-Gao reg: RGS7-Galphao binding modulators, primary screen, biochemical, multiplexed bead flow cytometry. Guanine nucleotide-binding protein G(o) subunit alpha (Homo sapiens), P09471. binding response (% of control), % at 10 µM. 220,000 compounds, 0.35% hits. actives lie on both sides; in the data active = binding response below about 49% or above about 150%; inconclusive = no clear call, values can overlap the other calls; inactive = in between;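 also: fluorescent Galphao held in activated GDP-AlF4 state binding bead-coupled RGS7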
GSH bead fluor: compound fluorescence on glutathione beads, profiling panel, artefact control, biophysical, 488/530 nm, flow cytometry; GSH beads flow cytometry, compound fluorescence 488/530 nm; hits give high values; fluorescence (KMESF) at 10 µM; 190,000 compounds, 0.25% hits; AID 1776, 2009; in the data active = fluorescence above about 89;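 also: glutathione beads carrying GST-tagged Bcl family fusion proteins plus one bare bead set; values are compound well signal with DMSO vehicle wells as background; inactives centre near 16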
Mcl1-Bid inh: Mcl-1/Bid binding inhibitors, primary screen, biochemical, TR-FRET, 1536-well; TR-FRET Mcl-1/Bid-Dy647 peptide binding; inhibition, % at 21.7 µM; 220,000 compounds, 0.97% hits; AID 1021, 2008;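 active = compounds that cut the binding signal by more than half at the single screening dose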;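 also: His-tagged Mcl-1 with europium anti-His antibody binding Bid BH3 peptide; 0% = Mcl-1 plus peptide wells and 100% = peptide-only wells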
Target sequence (Q07820 whole entry, looked up): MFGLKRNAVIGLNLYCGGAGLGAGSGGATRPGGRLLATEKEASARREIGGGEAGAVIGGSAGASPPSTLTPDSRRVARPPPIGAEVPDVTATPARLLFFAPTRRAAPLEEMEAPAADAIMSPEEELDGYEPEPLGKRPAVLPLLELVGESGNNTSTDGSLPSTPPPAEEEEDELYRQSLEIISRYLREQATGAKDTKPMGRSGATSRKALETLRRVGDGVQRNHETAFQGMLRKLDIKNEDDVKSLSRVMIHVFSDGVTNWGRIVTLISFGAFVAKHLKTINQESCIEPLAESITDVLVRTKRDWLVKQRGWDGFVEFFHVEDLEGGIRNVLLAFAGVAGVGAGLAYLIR
Bim-Bcl-2: inhibitors of Bim-Bcl-2 binding, primary screen, biochemical, multiplexed, human Bcl-2 family; AID 950, 2007; 190,000 compounds, 0.06% hits; Bead-based flow cytometry, Bim peptide-Bcl-2 binding; inhibition, % at 10 µM; Apoptosis regulator Bcl-2 (Homo sapiens), P10415; in the data active = inhibition above about 40%; inconclusive = no clear call, values can overlap the other calls;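 also: 0% = no compound wells with probe peptide and 100% = reference peptide inhibitor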
Bfl-1 Bim block: inhibitors of Bim binding to Bfl-1, primary screen, biochemical, multiplexed, bead-based flow cytometry. Bcl-2-related protein A1 (Homo sapiens), Q16548. Bim-Bfl-1 binding inhibition. inhibition, % at 10 µM. 190,000 compounds, 0.12% hits;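 also: 0% = wells without compound plus tracer and 100% = blocker peptide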
Bcl-B Bim block: inhibitors of Bim-Bcl-B binding, primary screen, biochemical, multiplexed, human Bcl-2 family. bead-based flow cytometry, Bim peptide-Bcl-B binding. inhibition, % at 10 µM. 190,000 compounds, 0.073% hits. AID 951, 2007;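 also: 0% = tracer peptide without compound and 100% = reference inhibitor peptide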
Bcl-XL Bim block: inhibitors of Bim-Bcl-XL binding, primary screen, biochemical, multiplexed, bead flow cytometry, human Bcl-XL; Bcl-2-like protein 1 (Homo sapiens), Q07817; Bim peptide-Bcl-XL binding, fluorescence; inhibition, % at 10 µM; 190,000 compounds, 0.04% hits; AID 1007, 2008
Bim-Mcl-1: inhibitors of Bim peptide binding to Mcl-1, primary screen, biochemical, bead-based flow cytometry, multiplex | inhibition, % at 10 µM | 190,000 compounds, 0.1% hits | Bim peptide-Mcl-1 binding | AID 1009, 2008;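 also: 0% = no compound tracer wells and 100% = peptide blocker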
* = called active by the depositor; ? = inconclusive; [ ] = another dose, or the depositor's remark. Rule as the data show it, unless noted: active = inhibition above about 40%.

Below each SMILES – RGS4-Gao reg	Bcl-W Bim block	RGS8-Gao	RGS7-Gao reg	GSH bead fluor	Mcl1-Bid inh	Bim-Bcl-2	Bfl-1 Bim block	Bcl-B Bim block	Bcl-XL Bim block	Bim-Mcl-1
COc1ccccc1N(CC(O)Cn1ccnc1C)S(=O)(=O)c1ccc(C)cc1 (stereo not drawn)
    101	0	104	100	14	-28	-3	-8	-6	-2	0
Cc1cc(NS(=O)(=O)c2ccc(NC(=O)c3cc4ccccc4o3)cc2)nc(C)n1
    98	-4	96	91	32	18	-4	-6	-5	-9	-6
CN1CCN(Cc2nc(Cc3ccccc3)no2)CC1c1ccccc1 (stereo not drawn)
    95	3	98	99	17	-50	-2	4	-1	-1	-5
Cc1cccc(C)c1NC(=S)N1CCCN(Cc2ccc(F)cc2)C1
    105	0	103	99	11	-21	-2	-6	0	-1	-1
Cc1cc(Oc2ccc(-c3ccccc3)cc2)n2ncnc2n1
    101	-1	102	97	13	-7	-2	-3	-7	-9	-4
CC(C)(C)NC(=O)CSc1nnc(-c2ccccn2)n1-c1ccccc1
    102	-2	102	103	23	-8	-10	-11	-5	-4	0
COc1ccc(C2C(=O)N(CCc3ccccc3)CC(=O)N2C2CCCC2)cc1 (stereo not drawn)
    93	-4	101	97	26	-13	2	-2	-2	-1	-2
COCCNC(=O)NC(=O)CN1CCCc2ccccc21
    104	-1	102	103	24	-21	4	6	3	-1	-1
COc1cccc(CN2CCN(C3CSCCSC3)CC2CCO)c1 (stereo not drawn)
    100	9	100	98	12	-43	0	-3	0	1	16
CCN(C(=O)c1cc2cccc(OC)c2oc1=O)C1CCCCC1
    187*[activator]	5	85	188*[activator]	18	0	-6	11	-25	22	20
Cc1cc(C)c2c(CC(=O)NCc3ccco3)coc2c1
    105	1	103	101	42	-62	-4	-10	-4	0	1
CCOc1ccc(C2C(C#N)=C(N)Oc3cc(C)n(Cc4ccco4)c(=O)c32)cc1OC (stereo not drawn)
    100	0	101	96	25	-30	-15	-17	-9	-8	0
O=C(Nc1ccccn1)c1nc(-c2ccccc2)n(-c2ccccc2)n1
    106	0	106	106	7	-29	-1	0	-2	-3	-1
Cc1cc(=O)oc2cc(OCC(=O)NCc3ccccn3)ccc12
    99	-4	102	102	17	7	-4	-5	1	-3	-3
C[N+]1(C)CCC(=C2c3ccccc3CC(=O)c3sccc32)CC1
    98	0	98	95	11	-17	0	0	1	1	1
COc1ccc(N2C(=O)CC(Cc3ccccc3)C2=O)cc1 (stereo not drawn)
    99	0	106	95	27	-7	-8	-7	-3	0	0
Cc1c(NC(=O)c2cc3c(s2)-c2ccccc2OC3)cccc1[N+](=O)[O-]
    104	-1	105	103	22	-6	-3	-1	-7	-5	-6
O=Cc1c(Cl)nc2ccccn12
    96	1	101	95	18	-30	-3	-6	-4	-2	-1
Cc1onc(-c2ccccc2)c1C(=O)N1CCOC12CCN(c1cccc(F)n1)CC2
    99	0	100	?	13	-20	0	3	2	0	-1
O=C(CSCc1cccc(Cl)c1)Nc1ccccc1-c1ccccc1
    100	3	76	88	7	-19	4	11	11	6	5
CCOc1cccc2c1OC1(C)CC2NC(=O)N1c1cccc(Cl)c1 (stereo not drawn)
    97	1	98	97	9	-12	-6	-11	-8	-7	-3
CC1(C)CC(=O)C2=C(C1)N(c1ccc(F)cc1)C(=O)C2(O)C(F)(F)F (stereo not drawn)
    98	-3	99	99	17	-3	-2	-1	-3	-2	0
COCCCNC(=O)CC(=O)N/N=C\c1ccc(SC)cc1
    108	-2	102	103	10	-9	-5	-4	-2	-2	1
CC(C)c1cccc(C(C)C)c1NC(=O)COC(=O)C1=COCCO1
    101	-1	99	?	12	-27	-3	-4	0	-1	0
CN1/C(=C\C(=O)c2cccnc2Cl)C(C)(C)c2ccccc21
    90	0	97	87	5	-29	0	0	-3	-1	-2
CCC(C)NC(=O)CCSc1ccc(C)cc1 (stereo not drawn)
    96	-3	99	99	7	-21	0	0	-2	-1	0
Cc1cc(C)c(S(=O)(=O)N2CCCOC2CNC(=O)C(=O)NCCc2c[nH]c3ccccc23)c(C)c1 (stereo not drawn)
    103	-1	102	105	10	-44	-9	-15	-8	-6	-1
O=C(Cc1ccccc1)NN1C(=O)C2C3C=CC([C@@H]2C1=O)C31CC1 (stereo partly drawn)
    94	-1	97	93	8	-16	0	-1	-2	-4	-1
Cc1ccc(OCCCCN2CCC(C)CC2)c(Br)c1
    108	0	106	108	3	-1	-3	-1	-5	-4	-2
CC(O/N=C/c1ccccc1OC(F)F)C(=O)Nc1cccc(S(=O)(=O)N2CCOCC2)c1 (stereo not drawn)
    109	1	114	108	6	-19	0	3	-4	-3	0

Entries of single compounds from above:
Shown for CCOc1cccc2c1OC1(C)CC2NC(=O)N1c1cccc(Cl)c1 (stereo not drawn) = RGS4-Gao reg: 97; Bcl-W Bim block: 1; RGS8-Gao: 98; RGS7-Gao reg: 97; GSH bead fluor: 9; Mcl1-Bid inh: -12; Bim-Bcl-2: -6; Bfl-1 Bim block: -11; Bcl-B Bim block: -8; Bcl-XL Bim block: -7; Bim-Mcl-1: -3
Shown for Cc1cc(C)c2c(CC(=O)NCc3ccco3)coc2c1 = RGS4-Gao reg: 105; Bcl-W Bim block: 1; RGS8-Gao: 103; RGS7-Gao reg: 101; GSH bead fluor: 42; Mcl1-Bid inh: -62; Bim-Bcl-2: -4; Bfl-1 Bim block: -10; Bcl-B Bim block: -4; Bcl-XL Bim block: 0; Bim-Mcl-1: 1

New compounds follow
Below each SMILES – RGS4-Gao reg	Bcl-W Bim block	RGS8-Gao	RGS7-Gao reg	GSH bead fluor	Mcl1-Bid inh	Bim-Bcl-2	Bfl-1 Bim block	Bcl-B Bim block	Bcl-XL Bim block	Bim-Mcl-1
O=C(CC1(O)C(=O)N(CCc2ccccc2)c2ccccc21)c1ccco1 (stereo not drawn)
    101	1	100	99	14	-8	0	-7	-7	1	0
CCC(=O)c1ccc(N2CCN(C(=O)c3ccccc3Br)CC2)c(F)c1
    103	2	104	105	10	-5	1	-5	-3	1	0
COc1cccc(NS(=O)(=O)c2nc3nc(C)cc(C)n3n2)c1
    99	-2	101	101	23	-18	-6	-7	-7	0	-1
Cc1ccc(C)c(OCC(=O)Nc2cc(C)on2)c1
    100	-7	102	99	14	-3	-6	-9	-6	-10	1
CC(C)(C)n1nnnc1CN1CCSCC1
    96	1	96	96	39	9	0	2	2	-6	10
CCOc1cccc(C(=O)NC(=S)Nc2ccc(Cl)cc2C(=O)O)c1
    102	-6	101	107	15	-5	-1	-2	-8	-5	-2
Cc1ccc(C(=O)NC(NC(=O)c2ccc(C)cc2)C(Cl)Cl)cc1
    100	2	101	104	52	-30	1	0	2	9	1
COc1ccc(N2CCN(C(=O)Nc3cccc(C(F)(F)F)c3)CC2)cc1
    103	5	100	99	41	-51	-7	-8	-5	-1	-1
CCCCC(CC)Cn1c(N)c(C#N)c2nc3ccccc3nc21 (stereo not drawn)
    99	2	100	100	26	0	2	-2	2	0	2
CC(N1CCOC1=O)S(=O)(=O)c1ccccc1 (stereo not drawn)
    96	1	101	99	37	17	-6	-10	-7	3	0
NC(=O)C1=C[C@@H](c2ccccc2)C[C@@H](OCc2ccc(CO)cc2)O1
    102	-1	104	102	18	-7	-5	-6	-5	-1	-4
CN(C)C(=O)CSCc1c(Cl)cccc1Cl
    102	0	101	103	28	-39	-17	-23	-11	-7	-6
Cc1cc(NC(=O)CCCC(=O)N(CC(=O)NC2CCCCC2)c2ccccc2)no1
    99	2	98	97	29	8	13	19	11	11	8
CN=C(Nc1ccc(Cl)cc1)c1ccc(C(F)(F)F)cc1
    101	-1	107	100	15	-12	1	1	2	0	-4
O=C1CCCC(=O)C1C(=O)C1CCN(S(=O)(=O)c2ccccc2)CC1
    100	0	99	98	14	-17	0	-3	0	0	0
CC(=O)OCC(=O)Nc1c(C)cc(C)cc1C
    100	0	103	101	11	-13	0	-9	-3	0	-1
CCOCCCNCc1cc(Br)ccc1OCc1ccccc1
    99	-1	102	100	6	3	1	-1	-2	-1	-3
Cc1cccn2cc(CSc3ccccc3N)nc12
    94	0	99	97	31	-15	-8	-18	-11	-13	-8
CCOC(=O)C1CCCN(C2CC(=O)N(c3ccc(C(C)C)cc3)C2=O)C1 (stereo not drawn)
    98	-3	102	101	27	-23	-1	-6	-2	-3	-2
Cc1csc(SCC(=O)NCc2cccs2)n1
    102	-2	101	101	21	-3	-6	-2	-2	0	0
CCCCc1c(C)nc2ccc(Br)cc2c1SCCC#N
    104	-5	107	106	11	16	-6	-4	-6	-8	-8
Cc1c(Cl)cccc1NC(=S)N1CCN(c2ncccn2)CC1
    102	-8	101	102	16	-50	-10	-14	-20	-12	-8
O=C1OCC(Cn2c3ccccc3c3ccccc32)O1 (stereo not drawn)
    101	-1	103	101	30	-14	-11	-11	-9	-3	-2
CCOC(=O)c1c(NC(=S)Nc2ccc(F)cc2)sc2c1CCC2
    104	0	100	102	41	-60	-19	-12	-21	-15	-18
Cn1cc([C@@H]2C[C@H]3CN(Cc4cccc(Cl)c4)C(=O)[C@]34CCCN24)c2ccccc21
    98	-4	97	101	14	-24	-6	-5	-5	-6	-5

Source: PubChem BioAssay
